# Integrin act MD: qHTS for Activators of Integrin-Mediated Alleviation for Muscular Dystrophy; Potency, µM (top dose mostly 38.3 µM), for the others: at the top dose activation, hits mostly activators; actives 0.064% (n = 350,000); alpha7betagal myoblasts, beta-gal FDG fluorescence, 48 h;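 also: 100% = response of the positive control SU9516; nearly all actives have a fitted effect of over 60% in size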
#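 Alpha7betagal+/- myoblasts (passage 13) were plated 16-24 hr, then exposed to compounds (1:260 dilution of DMSO stock) for 48 hours at 37C. After MPER lysis, β-galactosidase reporter activity was read as FDG fluorescence (ex 480/em 540) after 30 minutes.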
# BRCA1 expr act: qHTS Assay to Identify Small Molecule Activators of BRCA1 Expression. MCF7-BRCA1-FFLuc reporter, luminescence, 48 h; response scale: scaled: vehicle 0%, 10 µM genistein 100%. actives 1.1% (n = 380,000). Potency, µM (doses to about 46.1 µM), for the others: top-dose activation, most hits filed as activators; also: nearly all actives have a fitted effect of over 80% in size; some results filed as inactive show a strong effect at the top dose
#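 Reporter cells (MCF7, BRCA1 promoter-firefly luciferase) received library compounds across a concentration series for 48 h. End-point luminescence was measured and concentration-effect curves derived after normalization.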
# Active calls of the source: *; ? = inconclusive; [ ] = dose if it differs, or a comment. Calls follow the shape of the dose curve; as a rule, active = well fitted activation curve with a large enough effect; inconclusive = small, poorly fitted or top-dose-only effect; inactive = no such curve, though single readings can be large or run the other way. Potency is read from the fitted curve at half-maximal effect.
SMILES,Integrin act MD,BRCA1 expr act
C[C@@H]1CN([C@@H](C)CO)S(=O)(=O)c2ccc(C#CC3CCCCC3)cc2O[C@@H]1CN(C)Cc1cccnc1,-60%[inhibitor],-6%
O=S(=O)(Nc1ccc(-c2cn3c(n2)SCC3)cc1)c1cc(F)ccc1F,2%,10%
O=C(OCc1cn([C@@H]2C[C@H](c3ccccc3)N(C(=O)C3CCCCC3)C[C@H]2O)nn1)c1ccccc1,-5%,-8%
CC(C)(C)c1ccc(C(=O)NCc2nnc(SCC(=O)N3CCCC3)o2)cc1,6%,0%
CC1CCCN(S(=O)(=O)c2ccc3c(c2)OCCO3)C1 (configuration not stated),-6%,-15%
CNC(=O)C[C@H]1C(=O)N(c2ccc(OC)cc2)C[C@@H]1C,20%,1%
Cc1cccc(S(=O)(=O)N(C)C[C@H]2OCc3cnnn3CCCC(=O)N([C@H](C)CO)C[C@H]2C)c1,7%,2%
Cc1ccc(S(=O)(=O)N2C[C@H]3n4c(=O)ccc(=O)n4C[C@H](OC(=O)Nc4c(C)noc4C)[C@@]3(O)C2)cc1,23%,-1%
O=C(CSc1nnc(-c2cccnc2)o1)Nc1ccc(F)cc1,11%,52%
CC(C)CN(C(=O)COC(=O)C12CC3CC(CC(O)(C3)C1)C2)c1c(N)n(Cc2ccccc2)c(=O)[nH]c1=O,7%,1%
COc1cccc(-c2ccc3c(c2)O[C@@H](CN(C)C(=O)C2CCOCC2)[C@H](C)CN([C@H](C)CO)S3(=O)=O)c1,-29%,-14%
C=CCSc1nc2c(N)ncnc2n1C1OC(CO)C(O)C1O (configuration not stated),-8%,22%
COCC(=O)N1CCC(c2nc3ccccc3[nH]2)CC1,-14%,-3%
CC12CCC(=O)N1C(C(=O)Oc1cccc(F)c1)CS2 (configuration not stated),-13%,-7%
COCCn1c(N)c(N(Cc2ccccc2)C(=O)C(C)Oc2ccc(Br)cc2)c(=O)[nH]c1=O (configuration not stated),-15%,0%
CCN(CC)c1ccc(NC(=O)COC(=O)CCc2cc(OC)c(OC)c(OC)c2)cc1,-1%,-9%
CCOC(=O)N1CCN(C(=O)CCN2C(=O)/C(=C\c3ccc(OC)c(OC)c3)SC2=S)CC1,-1%,14%
CCC(Oc1ccccc1)C(=O)OCC(=O)Nc1c(C)nn(-c2ccccc2)c1C (configuration not stated),-15%,22%
COc1cc2ccc(C(C)=O)c(O)c2cc1OC,-17%,18%
Cc1ccc(-c2ccc(CN3C(C(C)C)C(=O)N(Cc4cn(CCC5OCCO5)nn4)CCS3(=O)=O)cc2)cc1 (configuration not stated),-37%,?
Cn1c(=O)c2c(-c3ccccc3)n(-c3ccccc3)cc2n(C)c1=O,-4%,-21%
O=C(c1ccc2c(c1)OCCO2)N1CCN(c2ccc(C(F)(F)F)cn2)CC1,-16%,-1%
CCN(CC)C(=O)C1=C(C)N(Cc2ccc(OC)cc2)C(=O)C(CC(=O)NCc2cccs2)C1 (configuration not stated),-4%,-3%
CCOC(=O)C(N=Nc1nn[nH]n1)C(C)=O (configuration not stated),0%,2%
C[C@H](CO)N1C[C@H](C)[C@@H](CN(C)S(=O)(=O)c2ccccc2)OCc2cn(nn2)CCCC1=O,2%,14%
CCOC(=O)CC1c2nc3ccccc3cc2CN1C(=O)OCC (configuration not stated),1%,1%
CCOc1ccc(C2C3=C(CC(C)(C)CC3=O)N(CCCOC)C3=C2C(=O)CC(C)(C)C3)cc1OC,-32%,-4%
CC1=C(C(=O)N2CCOCC2)CC(CC(=O)NC2CCCCC2)C(=O)N1Cc1ccccc1 (configuration not stated),-3%,8%
C[C@@H]1CN([C@@H](C)CO)C(=O)CCCn2nncc2CO[C@H]1CN(C)C(=O)C1CC1,24%,6%
Cc1ccc([C@H]2C[C@@H](O)[C@H](n3cc(-c4ccc(F)cc4)nn3)CN2C(=O)C2CCCCC2)cc1,-18%,-41%
Cc1nc(C)c(-c2csc(Nc3ccc(Cl)cn3)n2)s1,18%,-15%
COc1ccc(NS(=O)(=O)c2cccc(C(=O)N3CCOCC3)c2)cc1,5%,4%
COC1CC(=O)C2OC(c3ccccc3)OCC2O1 (configuration not stated),27%,-1%
C[C@@H]1CN([C@H](C)CO)C(=O)c2c(c3ccccc3n2C)-c2ccccc2CO[C@H]1CN(C)Cc1ccc(C(F)(F)F)cc1,-59%[inhibitor],-74%
Cc1ccc([C@H]2N[C@]3(CCCN(Cc4ccco4)C3=O)[C@H]3C(=O)N(Cc4ccccc4)C(=O)[C@@H]23)cc1,-6%,-6%
COCC(=O)N(C)C[C@@H]1Oc2cc(Br)ccc2S(=O)(=O)N([C@H](C)CO)C[C@H]1C,-10%,8%
Cc1cccc(NC(=O)C(C)Sc2ncnc3sccc23)c1 (configuration not stated),0%,-9%
O=C(c1ccco1)N1CC2(CC(c3ccc(Cl)cc3)=NO2)CN1Cc1ccc(Br)cc1 (configuration not stated),11%,-51%
Cc1cccc(CCNC(=O)C2CC(O)CN2C(=O)Nc2ccccc2)c1 (configuration not stated),3%,3%
Cc1ccn2c(-c3csc(Nc4ccc(C(=O)O)cc4)n3)c(C)nc2c1,-1%,-19%
Cn1c(SCC(=O)N2CCCC2)nc2c(c1=O)SCC2,-11%,4%
O=C1c2sccc2-c2cccc3cccc1c23,-19%,?
COc1ccccc1CC1CC(=O)N(c2ccc([N+](=O)[O-])cc2)C1=O (configuration not stated),4%,2%
CCC(=O)N(C)C[C@@H]1Oc2ncc(Br)cc2C(=O)N([C@H](C)CO)C[C@H]1C,4%,7%
COC(=O)c1ccc(CSc2ccccc2NC(=S)Nc2cccc(SC)c2)o1,-7%,2%
CCOc1ccc(-n2c(C)c3c(C)nnc(C)c3c2C)cc1,-36%,-32%
C[C@H](O)[C@@H]1C(=O)N2CCc3c([nH]c4ccccc34)[C@@H]2C[C@@H]1N(C)Cc1ccc2c(c1)OCO2,-1%,-14%
Cc1ccc(CNC(=O)CSc2nnc(CNC(=O)c3ccc(F)cc3)o2)cc1,-3%,1%
O=C1NC(Cc2ccc(O)cc2)c2nc3ccc(F)cc3c(=O)n2-c2ncccc21 (configuration not stated),6%,14%
Cc1ccc(OCC(=O)Nc2cc(Cl)ccc2-n2cncn2)c(C)c1,-18%,-41%
Cc1cc2cc3n(c2nn1)N=C(Cl)CC3,-61%[inhibitor],-58%
Cc1ccc(NC(=O)CSCC(=O)N(C)Cc2c(F)cccc2Cl)cc1,2%,-9%
COc1cccc(N2CCN(C(=O)c3ccc(OC)c(S(=O)(=O)NC4CC4)c3)CC2)c1,-22%,-1%
COc1ccc2sc(C)cc(=O)c2c1,-1%,15%
COc1ccccc1CN1CC(C(=O)N(C)CCc2ccccn2)CCC1=O (configuration not stated),1%,-2%
COc1cc2c(cc1CNC[C@H]1O[C@@H](n3ccc(N)nc3=O)[C@H](O)[C@@H]1O)OCO2,3%,7%
CC(Sc1nnc(C(C)Oc2ccc(F)cc2)o1)C(=O)NCc1ccc2c(c1)OCO2 (configuration not stated),-16%,-1%
CCc1ccc(CN(C)C(=O)c2cc(COc3cncc(Cl)c3)on2)cc1,-6%,-13%
CCOc1ccc(S(=O)(=O)Nc2ccc(C(=O)N(CC)CC(=O)NCc3cccs3)cc2)cc1,-11%,4%
COc1cc2c(cc1CNC[C@H]1O[C@@H](n3cc(C)c(=O)[nH]c3=O)C[C@@H]1O)OCO2,2%,22%

# The final six entries of the part before lead into the next.
SMILES,Integrin act MD,BRCA1 expr act
COc1ccccc1CN1CC(C(=O)N(C)CCc2ccccn2)CCC1=O (configuration not stated),1%,-2%
COc1cc2c(cc1CNC[C@H]1O[C@@H](n3ccc(N)nc3=O)[C@H](O)[C@@H]1O)OCO2,3%,7%
CC(Sc1nnc(C(C)Oc2ccc(F)cc2)o1)C(=O)NCc1ccc2c(c1)OCO2 (configuration not stated),-16%,-1%
CCc1ccc(CN(C)C(=O)c2cc(COc3cncc(Cl)c3)on2)cc1,-6%,-13%
CCOc1ccc(S(=O)(=O)Nc2ccc(C(=O)N(CC)CC(=O)NCc3cccs3)cc2)cc1,-11%,4%
COc1cc2c(cc1CNC[C@H]1O[C@@H](n3cc(C)c(=O)[nH]c3=O)C[C@@H]1O)OCO2,2%,22%
Cc1[nH]c2ccccc2c1/C=N\NC(=O)c1ccccc1Cl,-5%,-20%
C[C@@H]1CN([C@H](C)CO)C(=O)CCCn2cc(nn2)CO[C@H]1CN(C)S(=O)(=O)c1ccc2ccccc2c1,-7%,-1%
COc1ccccc1NC(=O)N(C)C[C@@H]1OCc2cnnn2CCCC(=O)N([C@@H](C)CO)C[C@H]1C,17%,7%
O=C(Nc1ccc2c(c1)OCCO2)c1ccccc1Cl,21%,?
O=C(Nc1ccccc1Cl)OCC#CCOC(=O)Nc1ccccc1Cl,-22%,-6%
CCCCCCN1C[C@H](n2cc(-c3ccc(F)cc3)nn2)[C@@H](O)C[C@@H]1c1ccc(OC)cc1,-10%,-10%
CC(=O)Nc1ccc(S(=O)(=O)NCC(=O)OCC(=O)NCCc2ccccc2)cc1,11%,-2%
O=S(=O)(Nc1nc(-c2ccco2)c(-c2ccco2)s1)c1ccc(F)cc1F,26%,-15%
COc1ccccc1NC(=O)N(C)C[C@H]1OCc2cnnn2CCCC(=O)N([C@H](C)CO)C[C@@H]1C,15%,-22%
COCCCN(Cc1cc(OC)c(OC)c(OC)c1)C(=S)Nc1cccc(Cl)c1,-25%,-12%
C[C@H](CO)N1C[C@H](C)[C@H](CN(C)C(=O)c2ccccc2)Oc2cc(Br)ccc2S1(=O)=O,-7%,1%
CN(C(=S)NC(=O)C1CCCC1)c1ccccc1,14%,-4%
O=C1c2ccccc2C(=O)N1N=Cc1ccc2c(c1)OCO2,8%,13%
O=C(NCc1ccc(F)cc1)C(=O)NCC1OCCN1S(=O)(=O)c1cc(F)ccc1F (configuration not stated),4%,1%
Cc1ccc(N(CC(=O)NC(C)C)C(=O)CCC(=O)Nc2ccccn2)c(C)c1,-6%,6%
CC(=O)c1ccc(Nc2ncnc3ccc(Br)cc23)cc1,4%,-15%
NC(=O)CCC(NC(=O)OCc1ccccc1)C(=O)OCC(=O)c1ccccc1 (configuration not stated),20%,-3%
COc1ccc(-n2nc3ccc(N)cc3n2)cc1,-10%,-7%
COc1cccc(CCNC(=O)c2cc(COc3ccc(C)c(C)c3)on2)c1OC,13%,5.6µM*
Cc1ccc(Cc2c(-c3ccc(Br)cc3)nc3ccc(Br)cn23)cc1,-44%[inhibitor],18%

# Some of these compounds in order of molecular weight, high to low:
SMILES,Integrin act MD,BRCA1 expr act
O=C(NCc1ccc(F)cc1)C(=O)NCC1OCCN1S(=O)(=O)c1cc(F)ccc1F (configuration not stated),4%,1%
COc1cccc(CCNC(=O)c2cc(COc3ccc(C)c(C)c3)on2)c1OC,13%,5.6µM*
NC(=O)CCC(NC(=O)OCc1ccccc1)C(=O)OCC(=O)c1ccccc1 (configuration not stated),20%,-3%
CN(C(=S)NC(=O)C1CCCC1)c1ccccc1,14%,-4%

# The list goes on:
SMILES,Integrin act MD,BRCA1 expr act
Cc1nc(Cc2nnc(SCC(=O)N3c4ccccc4NC(=O)C3(C)C)o2)cs1,8%,0%
CC(=O)Nc1ccc(-c2cc(C(=O)O)c3cc4ccccc4cc3n2)cc1,-10%,7%
C[C@@H]1CN([C@H](C)CO)C(=O)c2cc(Br)cnc2O[C@H]1CN(C)C(=O)CC1CC1,-4%,19%
CC1(C)CC(=Cc2ccccc2[N+](=O)[O-])C(=O)c2ccccc21,2%,0%
CN(C)c1ccc(Cl)c(NC(N)=S)c1,-23%,2%
C[C@H]1CN([C@@H](C)CO)S(=O)(=O)c2ccc(Br)cc2O[C@H]1CN(C)C(=O)c1cnccn1,-27%,-10%
O=C1NN(c2ccccc2)C(=O)C1=Cc1ccccc1,-11%,-3%
Cc1ccc(S(=O)(=O)N2CCCCC2)cc1NCC(=O)Nc1ccc(Br)cc1F,-61%[inhibitor],-71%
Cc1ccc(OCC(=O)Nc2ccc(C(=O)Nc3ccccc3C(=O)O)cc2)cc1C,8%,87%
Cn1cc(C=CC(=O)O)c2nccnc21,21%,1%
Nc1ccc(Cl)cc1C(=O)c1ccc[nH]1,-5%,1%
CCN(Cc1ccc(Br)s1)C(=O)CSc1nnc(C2CC2)n1C1CC1,9%,-15%
O=C(OCc1ccccc1)N1CCC2CC1c1ccc(Cl)cc12 (configuration not stated),9%,12%
COc1ccc2nc(N(CCN(C)C)C(=O)c3ccc4ncsc4c3)sc2c1,-9%,?
Cc1noc(C)c1NC(=O)Nc1ccc2c(c1)C(=O)N([C@H](C)CO)C[C@H](C)[C@@H](CN(C)S(=O)(=O)c1ccc(Cl)cc1)OCCCC[C@@H](C)O2,21%,-5%
CN(Cc1ccccc1)C(=O)c1ncn2c1C(=O)N(C)CC2,15%,11%
Cc1ccccc1Nc1nc(N)nc(COC(=O)c2ccc3c(c2)OCCO3)n1,6%,-4%
Nc1c(C(=O)Nc2ccccc2)sc2nc(N3CCOCC3)c3c(c12)CCCC3,11%,13µM*
COc1ccc(CCN2CC(C(=O)NCCCc3ccncc3)CCC2=O)cc1 (configuration not stated),7%,-8%
COc1ccc([C@H]2C[C@H](O)[C@@H](n3cc(C4CC4)nn3)CN2C(=O)C2CCCCC2)cc1,2%,3%

# High-throughput results from PubChem BioAssay.

# A portion of the library; rates above refer to the full screens.
